# MEKK3 PB1 HTS: modulators (inhibitors or enhancers) of MEK5 binding to human MEKK3 PB1 domain | Q99759 | bead-based flow cytometry, Alexa488-MEK5 binding to MEKK3; actives lie on both sides; 0 = blocked by unlabeled MEK5, 100 = vehicle | binding response (% of control), % at 10 µM | 290,000 compounds, 1.4% hits;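 active means binding response more than 3 SD above or below the average of its plate-row segment, actives on both sides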;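 further: Alexa488 bead fluorescence after subtracting the streptavidin-only scavenger bead signal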
# IDE cell activ: activators of human insulin-degrading enzyme in cells; 340,000 compounds, 0.073% hits; P14735; activation, % at 5.96 µM; HEK cells, FAbeta-B cleavage, fluorescence polarization; 0% vehicle, 100% cell-free pure enzyme wells;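 active means activation above the mean of all tested compounds plus 3 SD, set per screening campaign, cut at about 17% in these data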
# CRFBP-R2 agonist: CRF-BP/CRF-R2 complex agonism | 350,000 compounds, 0.46% hits | AID 588473 | activation, % at 13.2 µM | HEK293 CRF-R2/CRF-BP, calcium dye fluorescence (FLIPR); percent of saturating CRF peptide response;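 active means activation of at least 50%, plus an integration ratio under a set limit after plate pattern correction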;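 further: plate controls were neutral control wells without compound for no effect and CRF at EC100 for full effect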
# IDE inh: inhibits human insulin-degrading enzyme in HEK cells | inhibition, % at 5.59 µM | 320,000 compounds, 0.41% hits | P14735 | FAbetaB cleavage, fluorescence polarization;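 active means percent inhibition above the average of all tested compounds plus 3 SD, set per screening campaign, cut at about 16% in these data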;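 further: IDE supplied by intact live HEK cells; FP after avidin binding of uncleaved biotin substrate so inhibition keeps polarization high; 0% = DMSO wells and 100% = 60 µM reference IDE inhibitor Ii1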
# pCIP destab: lowers stability of the mouse p/CIP coactivator protein. F442A p/CIP-EGFP cells, EGFP fluorescence, 16 h. decrease of EGFP signal, % at 10 µM. AID 1984. 290,000 compounds, 0.01% hits;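 active means EGFP signal decrease of at least 30% at 10 µM or well 3 SD below plate mean, unless failing retest; inactive means the rest, including hits failing retest or dose response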; further: some compounds called inactive have numbers as strong as hits; many of its hits are not listed in these tables
# Target sequence (Q05BA5 1-1403): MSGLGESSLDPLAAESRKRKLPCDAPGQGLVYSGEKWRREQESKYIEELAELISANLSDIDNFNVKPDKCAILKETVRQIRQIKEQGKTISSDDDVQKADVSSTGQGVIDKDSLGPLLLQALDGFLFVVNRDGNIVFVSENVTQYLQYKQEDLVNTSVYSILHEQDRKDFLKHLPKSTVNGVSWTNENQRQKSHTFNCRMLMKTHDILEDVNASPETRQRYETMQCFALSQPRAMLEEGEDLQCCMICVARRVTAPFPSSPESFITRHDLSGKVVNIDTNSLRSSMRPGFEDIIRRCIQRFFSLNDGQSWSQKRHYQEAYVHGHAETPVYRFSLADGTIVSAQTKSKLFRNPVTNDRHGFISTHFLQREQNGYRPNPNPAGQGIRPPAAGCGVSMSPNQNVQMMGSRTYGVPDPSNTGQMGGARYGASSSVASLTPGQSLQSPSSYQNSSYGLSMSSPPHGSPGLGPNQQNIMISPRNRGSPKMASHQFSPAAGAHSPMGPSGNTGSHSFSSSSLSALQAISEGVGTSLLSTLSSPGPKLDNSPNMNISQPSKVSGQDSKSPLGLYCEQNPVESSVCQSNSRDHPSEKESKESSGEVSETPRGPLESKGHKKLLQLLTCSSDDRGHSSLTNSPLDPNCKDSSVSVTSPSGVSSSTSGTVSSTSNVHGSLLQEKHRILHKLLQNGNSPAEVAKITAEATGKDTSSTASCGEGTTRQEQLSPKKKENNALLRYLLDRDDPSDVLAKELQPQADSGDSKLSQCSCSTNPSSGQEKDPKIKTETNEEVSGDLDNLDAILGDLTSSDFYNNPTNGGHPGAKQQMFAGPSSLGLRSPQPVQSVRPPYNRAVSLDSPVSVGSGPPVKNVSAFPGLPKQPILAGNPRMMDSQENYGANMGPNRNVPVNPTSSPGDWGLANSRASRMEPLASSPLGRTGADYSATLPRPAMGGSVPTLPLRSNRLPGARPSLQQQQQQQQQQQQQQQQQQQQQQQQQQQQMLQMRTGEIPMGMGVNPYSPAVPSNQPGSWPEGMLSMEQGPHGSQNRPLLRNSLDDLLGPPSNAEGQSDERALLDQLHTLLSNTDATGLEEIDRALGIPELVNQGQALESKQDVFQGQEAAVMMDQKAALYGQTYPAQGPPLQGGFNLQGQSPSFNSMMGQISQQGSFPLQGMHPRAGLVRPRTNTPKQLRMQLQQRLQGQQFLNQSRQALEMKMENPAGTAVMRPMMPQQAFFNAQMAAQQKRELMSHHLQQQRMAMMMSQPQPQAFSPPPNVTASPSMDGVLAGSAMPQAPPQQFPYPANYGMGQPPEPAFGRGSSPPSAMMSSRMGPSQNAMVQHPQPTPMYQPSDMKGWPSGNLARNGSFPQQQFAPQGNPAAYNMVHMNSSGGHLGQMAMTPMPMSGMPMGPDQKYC
# CHRM4 PAM: positive allosteric modulators of human muscarinic M4 receptor. P08173. CHO-K1 hM4/Gqi5, Fluo-8 calcium fluorescence, ACh EC20; 0% = ACh EC20, 100% = maximal ACh. activation, % at 3 µM. 360,000 compounds, 0.4% hits. AID 624126;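 active means activation above its plate's cutoff, the mean activation of sample wells plus 3 SD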; further: some results filed as inactive read as strong as hits
# GalR3 antag: blocks the human galanin receptor 3 | HEK293 GalR3-CNG cAMP membrane potential fluorescence; galR3 body fused to GalR1 C-terminus | inhibition, % at 3 µM | 360,000 compounds, 0.44% hits | O60755;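 active means inhibition above the screen-wide average plus 3 SD, cut at about 13% in these data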;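 further: forskolin and galanin both at EC90 stimulate the cells; cAMP rise reported by CNG channel membrane potential dye signal; 0% = forskolin plus galanin with DMSO and 100% = forskolin alone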
# PHOSPHO1 inh: blocks human PHOSPHO1 phosphatase activity. AID 1565. 290,000 compounds, 1.1% hits. inhibition, % at 13.3 µM. Q8TCT1. recombinant PHOSPHO1, absorbance phosphatase assay; in the data active means inhibition above about 60%
# CRFR2-BP antag: antagonists of CRF-binding protein/CRF-R2 receptor complex; 350,000 compounds, 0.59% hits; HEK293 CRF-R2/CRF-BP, CRF-induced calcium fluorescence; inhibition, % at 11.8 µM;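 active means inhibition of the ligand-induced calcium signal above about 50% at the single tested concentration, limit read from the data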
# Starred values were filed as active, the others as inactive; . = not tested or not shown; [ ] = another dose, or the depositor's remark. Compounds were not picked by outcome (roughly 4.2% active in at least one column).
cpd	canonical_smiles	CRFR2-BP antag	GalR3 antag	MEKK3 PB1 HTS	CRFBP-R2 agonist	IDE cell activ	pCIP destab	CHRM4 PAM	IDE inh	PHOSPHO1 inh
1	O=C(O)Cc1cc2c(s1)CCCCC2	3	-2	101	0.3	2	-6	3	3	3
2	CC(C)CN(C(=O)CSc1nc(N)cc(N)n1)C1CCS(=O)(=O)C1 (stereo unspecified)	1	-6	.	-0.9	-1	.	2	-3	.
3	O=C(O)c1ccc2nc(CO)[nH]c2c1	10	10	2.0*[inhibitor]	-0.3	9	-7	9	4	29
4	O=C(CCS(=O)(=O)Cc1ccccc1)NCCc1ccccc1	-16	0	83	2.2	4	0	8	3	34
5	O=C(NCCC1CCCCN1S(=O)(=O)c1ccccc1)C(=O)NC1CC1 (stereo unspecified)	6	-4	.	-1.6	6	.	-2	3	.
6	O=C(Nc1cccc([N+](=O)[O-])c1)C1CC(=O)N(Cc2ccccc2)C1 (stereo unspecified)	6	-2	97	-3.3	-3	0	8	3	-32
7	Cc1ccc(-c2nnn(CC(=O)N(CCO)C(C(=O)NC3CCCC3)c3ccc(F)cc3)n2)o1 (stereo unspecified)	-11	2	100	2.1	-3	-6	-1	2	41
8	CCOC(=O)c1cc(-c2ccc(OC)cc2)n[nH]1	-18	2	88	-0.5	1	2	19	-2	28
9	CCc1ccc2c(CC(=O)NNC(=O)c3ccncc3)coc2c1	1	-3	.	0.5	2	.	-3	-2	.
10	CCC(C)c1ccc(-c2cc(C(=O)OCC(=O)Nc3cc(C)on3)c3ccccc3n2)cc1 (stereo unspecified)	-11	0	109	3.2	5	-36	6	-3	9
11	CCCC(=O)c1ccc(N2CCN(C(=O)c3ccc(Br)cc3)CC2)c(F)c1	-26	-2	101	-0.2	2	-5	8	-1	21
12	CCOc1ccc(/C=C(\C#N)C(=O)c2c(C)[nH]c3ccccc23)cc1OC	-9	3	104	-2.2	-2	-7	-3	5	-5
13	Cn1c(-c2ccccc2)cnc1N	-3	-3	103	-1.0	-5	9	12	1	11
14	CCOC(=O)Cc1cc(=O)c2cc(C)ccc2[nH]1	-4	-11	88	0.7	1	-2	-2	-2	20
15	CCCCNC(=O)CNC(=S)N(Cc1ccc(C)cc1)Cc1ccco1	-11	-1	99	-4.5	7	-1	3	1	-1
16	OCCNc1cnc2ccccc2n1	13	1	101	-1.4	5	0	8	7	-13
17	Cc1cccc(NC(=O)CCNC(=O)c2ccc(Br)cc2)c1C	-7	-7	100	-5.5	2	9	0	.	29
18	Cc1ccc(NC(=O)c2ccc(S(=O)(=O)NCc3ccco3)cc2)nc1	25	-5	.	0.0	0	.	4	-4	.
19	CC(C)C(NC(=O)c1ccc(C(C)(C)C)cc1)C(=O)N1CCC(C(N)=O)CC1 (stereo unspecified)	4	-5	.	-0.9	2	.	0	3	.
20	CC(C)(C)C(=O)N1CCN(c2ccc(NC(=O)c3ccc([N+](=O)[O-])o3)cc2)CC1	10	-4	100	-0.9	4	-21	-1	-9	-15
21	COc1ccc(C2NC(=O)NC(C)=C2C(=O)Nc2cccc(C)c2C)cc1 (stereo unspecified)	12	0	101	0.2	0	-1	5	3	8
22	COc1cc2c(cc1NC(=O)CSCC(=O)O)oc1ccccc12	16	-2	107	-0.9	-2	-5	17	-1	5
23	C=CCNC(=O)C1CC(=O)N(c2ccc(OCC(=O)Nc3cccc(OC)c3)cc2)C1 (stereo unspecified)	-49	-1	108	3.1	-4	-1	5	-3	-11
24	Cc1ccc(OCCN2C(=O)c3ccccc3C2=O)cc1	13	-5	99	0.0	-3	-1	1	1	-12

# Entries of single compounds, quoted from the list. Order of values: CRFR2-BP antag, GalR3 antag, MEKK3 PB1 HTS, CRFBP-R2 agonist, IDE cell activ, pCIP destab, CHRM4 PAM, IDE inh, PHOSPHO1 inh
# Record of `C=CCNC(=O)C1CC(=O)N(c2ccc(OCC(=O)Nc3cccc(OC)c3)cc2)C1` (stereo unspecified) = -49, -1, 108, 3.1, -4, -1, 5, -3, -11
# Record of `COc1ccc(C2NC(=O)NC(C)=C2C(=O)Nc2cccc(C)c2C)cc1` (stereo unspecified) = 12, 0, 101, 0.2, 0, -1, 5, 3, 8

# The list continues:
cpd	canonical_smiles	CRFR2-BP antag	GalR3 antag	MEKK3 PB1 HTS	CRFBP-R2 agonist	IDE cell activ	pCIP destab	CHRM4 PAM	IDE inh	PHOSPHO1 inh
25	CC(=O)c1cc(CN2CCN(CCC(C)C)C(CCO)C2)cs1 (stereo unspecified)	-6	-4	93	-0.5	9	10	-9	-6	32
26	CCN(CC)CCCNC(=O)N[C@@H](Cc1ccccc1)C(=O)O	1	3	99	0.3	2	5	4	2	11
27	Cc1oc(-c2cccc(Cl)c2)nc1CS(=O)(=O)CC(=O)NCCN1CCOCC1	-30	.	102	-3.0	1	0	3	1	36
28	CC(O)CNC(=O)c1ccc(-c2nn(C)c(=O)c3ccccc23)cc1 (stereo unspecified)	10	-4	95	-1.4	0	7	17	-1	6
29	COc1cccc(NS(=O)(=O)NC(=O)c2c(C)[nH]c3ccccc23)c1	-2	-7	102	0.2	1	3	-2	1	2
30	CC(=O)Nc1ccc(SC[C@H](Cc2ccccc2)N2CC[C@@H](C(C)(C)C)CCC2=O)cc1	2	0	.	-3.0	-3	.	6	10	.
31	C[C@@H]1CN([C@@H](C)CO)C(=O)c2cc(Br)cnc2O[C@H]1CN(C)C(=O)Nc1ccccc1	-22	-8	.	1.2	.	.	3	.	.
32	N#CCc1cc2ccc3cccc4ccc(c1)c2c34	4	-5	109	-3.4	3	-5	4	-5	27
33	Cc1c(N2C(=O)C(=O)/C(=C(/O)c3ccc(Br)cc3)C2c2cccnc2)c(=O)n(-c2ccccc2)n1C (stereo unspecified)	-11	-4	96	1.9	-4	2	0	0	4
34	C/C(=N\Nc1nc(N2CCCCC2)nc(N2CCOCC2)n1)c1ccccc1O	1	-3	99	1.4	.	-1	2	2	3
35	CCOc1ccc2[nH]c(=O)c(CN(CCO)C(=O)CC)cc2c1	2	-2	107	0.0	3	4	5	4	15
36	O=C(NCCCCCCNC(=O)c1ccccc1O)c1ccccc1O	12	-16	103	3.4	3	7	-16	4	2
37	Cc1cc(NS(=O)(=O)c2ccc(NC(=O)c3ccc(Cl)nc3)cc2)nc(C)n1	8	2	.	-0.5	.	.	2	.	.
38	c1ccc(CCc2nc(-c3ccc(-n4cccc4)cc3)no2)cc1	-3	3	109	-0.4	4	-7	0	0	-18
39	S=C(NCc1ccco1)N1CCN(c2ccccc2Cl)CC1	5	-3	103	-1.8	1	-12	-13	-7	-35
40	Cc1cccc(Nc2ncnc3onc(-c4ccc(F)cc4)c23)c1C	0	-5	99	-1.6	2	5	1	-2	46
41	CCc1nc(SCC#N)c(C#N)cc1C	.	.	105	.	.	6	.	5	51
42	CCOC(=O)CN1C(=O)S/C(=C/c2ccc(OC)c([N+](=O)[O-])c2)C1=O	43	-4	102	0.9	-3	0	-5	-5	-12
43	O=C(NCCc1nnc2ccc(SCC(=O)N3CCCC3)nn12)c1ccccc1	-1	-6	101	-0.4	-1	-2	5	2	-28
44	C[C@@H]1CN([C@@H](C)CO)C(=O)CCCn2nncc2CO[C@H]1CN(C)Cc1ccc(-c2ccccc2)cc1	-11	0	.	0.1	.	.	-4	.	.
45	CCCCOCCCNC(=O)c1ccc(OC)cc1	0	-6	98	-2.7	4	-2	3	2	-7
46	CCS(=O)(=O)n1c(Cc2cccs2)nc2ccccc21	5	0	.	-0.1	5	.	8	-6	.
47	O=C(O)c1cccc(N2C(=O)c3cccc4c(Cl)ccc(c34)C2=O)c1	-11	-5	98	0.1	2	-4	7	10	27
48	O=C(CCSc1ccc(Cl)cc1)NN=C1CCCCCC1	-30	-3	101	-0.7	3	-12	7	0	-12
49	O=C(NCCC1CCCCN1S(=O)(=O)c1ccc(Cl)cc1)C(=O)NCc1cccnc1 (stereo unspecified)	-15	-4	.	1.1	-1	.	-6	-1	.
50	CCOc1ccc(NCc2nnc(SCC(=O)Nc3cc(C)on3)n2-c2ccccc2OC)cc1	8	.	99	-2.8	2	0	8	-4	-23
51	CC(C)CCN1CCN(Cc2ccc(Sc3nncn3C)o2)CC1CCO (stereo unspecified)	22	1	97	-0.1	4	-21	-5	1	-3
52	CSc1nnc(-c2ccc(C(F)(F)F)nc2C)o1	-6	-2	104	0.9	8	2	6	11	6
53	O=C(c1cc(-c2ccccc2)nc2ccccc12)N1CCN(c2ccccn2)CC1	-11	-2	115	-1.1	6	8	-9	4	0
54	CC1=CC(C)(C)N(C(=O)CSc2nncn2C)c2ccccc21	5	3	90	0.2	-1	-4	5	-6	-10
55	COc1ccc2sc(-c3ccc(N(C)C)cc3)c(C#CCCO)c2c1	-8	-4	.	6.0	2	.	20	3	.
56	COc1ccc2[nH]c(C)c(CCNC(=S)Nc3ccccc3C)c2c1	-6	-2	105	-2.6	3	-3	-2	-4	-4
57	C=CCNC(=O)COc1cc(C)cc(C)c1C	-9	-3	98	-2.6	4	-10	7	-5	30
58	Cc1ccccc1-n1c(SCC(=O)c2c(N)n(C)c(=O)n(C)c2=O)nnc1-c1cccnc1	13	-3	98	0.3	-30	-11	-2	13	-2
59	CCn1cc(C(=O)N[C@@H](CCSC)C(=O)NCCOC)c(=O)c2cc3c(cc21)OCO3	-4	-9	101	-0.1	2	2	1	3	24
60	O=C(NCC(c1ccc(F)cc1)N1CCOCC1)c1ccc(Br)o1 (stereo unspecified)	-4	2	94	0.6	8	-18	21	1	19
61	COc1ccc(OC)c(S(=O)(=O)Nc2c(C)nn(C)c2C)c1	6	-3	.	2.5	-1	.	2	-1	.
62	O=[N+]([O-])c1cccnc1Oc1ccc(OCc2ccccc2)cc1	18	-3	107	-0.3	3	-4	-6	2	36
63	O=C(C/C=N/OCc1ccccc1F)c1cnc(-c2ccc(Cl)cc2)s1	-1	-2	113	0.7	-1	-10	8	0	-12
64	COc1cccc(OCc2cc(/C=N/NC(=O)c3ccn[nH]3)ccc2OC)c1	-3	-4	105	2.4	0	-22	-1	7	42
65	CC(C)C[C@H]1CNC(=S)N1CC1CCCN1C[C@H](Cc1ccccc1)N1C[C@H](Cc2ccc(O)cc2)N(CC2CCCCC2)C1=S (stereo partly specified)	-6	3	.	-0.8	2	.	-2	.	.
66	CCC(C)c1ccccc1NC(=O)C(C)N(C)Cc1cccc(OC)c1 (stereo unspecified)	8	-2	106	-2.1	3	7	-5	0	8
67	Cc1onc(-c2c(Cl)cccc2Cl)c1C(=O)NCc1ccc(S(N)(=O)=O)cc1	-6	-6	105	-0.5	6	1	8	4	14
68	CCOc1ccc2nc(SCC(=O)NC(=O)C(C)C)sc2c1	-3	-6	90	-4.3	-5	6	19	.	20
69	COc1ccccc1C(C[N+](=O)[O-])c1c(N)n(C)c(=O)n(C)c1=O (stereo unspecified)	-1	3	124	0.6	.	4	-5	5	23
70	CC(C)C(=O)Nc1cccc(C(=O)Nc2ccc3c(c2)OCO3)c1	-3	-4	101	0.0	-2	1	3	4	11
71	CCOC(=O)C1(C)C=C(Nc2ccc(OC)cc2)C(=O)N1c1ccc(OC)cc1 (stereo unspecified)	-5	-5	101	-1.9	-3	1	10	-1	11
72	Cc1nc(N)sc1-c1nnc(SCC(=O)Nc2nccs2)n1C	7	4	90	0.1	4	11	14	3	-52
73	Cc1cc(C)c2c(c1)OC(=O)CC2c1ccccc1C (stereo unspecified)	16	-4	.	-1.3	3	.	1	.	.
74	CC(C)c1ccc(NC(=O)COc2ccccc2)cc1	5	-7	104	-4.0	1	-2	5	0	-21
75	O=C(O)c1ccc(C(S(=O)(=O)c2ccccc2)S(=O)(=O)c2ccccc2)cc1	-14	-5	.	-1.3	.	.	0	.	.

# Screens deposited in PubChem BioAssay by several laboratories.
